From PubChem BioAssay
Rab7 wt modul: modulators of GTP binding to Rab7, primary screen, biochemical, wildtype, multiplex bead flow cytometry. Rab7 GTPase wild type (dog), Bodipy-FL-GTP binding. GST-Rab7 beads, fluorescent GTP binding; actives lie on both sides; untreated = 100%, excess cold GTP = 0%. GTP binding activity (percent of control), % at 10 µM. 190,000 tested, 0.055% active. AID 758, 2007;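 active means fluorescent GTP binding to Rab7 beads changed by at least 20 points from the 100% baseline, either direction, mostly lower; inconclusive means compound itself probably fluorescent, or too few beads counted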;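 further: median green fluorescence of bound Bodipy-FL-GTP per Rab7 bead population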
Mcl1-Noxa inh: Mcl-1/Noxa binding inhibitors, primary screen, biochemical, TR-FRET, 1536-well; Induced myeloid leukemia cell differentiation protein Mcl-1 (Homo sapiens), Q07820; TR-FRET Mcl-1/Noxa peptide binding, 2 h; inhibition, % at 21.7 µM; 220,000 tested, 1.5% active; AID 1022, 2008;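 active means compounds that cut the protein-peptide binding signal by more than 50% relative to plate controls in a single-dose test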;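 further: His-tagged Mcl-1 with rhodamine Noxa BH3 peptide and terbium anti-His antibody; 0% = Mcl-1 plus Noxa peptide wells and 100% = peptide-only wells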
Target sequence (Q07820 whole entry, looked up): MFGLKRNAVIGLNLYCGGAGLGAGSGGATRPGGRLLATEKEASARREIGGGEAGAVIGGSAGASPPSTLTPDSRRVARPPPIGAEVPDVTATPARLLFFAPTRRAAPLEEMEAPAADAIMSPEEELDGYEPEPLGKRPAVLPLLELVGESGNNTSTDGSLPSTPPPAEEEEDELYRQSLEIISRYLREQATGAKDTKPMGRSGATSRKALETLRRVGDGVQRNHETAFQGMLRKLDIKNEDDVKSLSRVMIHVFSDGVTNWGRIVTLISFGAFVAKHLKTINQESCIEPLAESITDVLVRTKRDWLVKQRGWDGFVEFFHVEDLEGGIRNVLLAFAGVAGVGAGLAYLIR
Rab2 wt GTP: modulators of GTP binding to Rab2A wildtype, primary screen, biochemical, dog, bead-based flow cytometry, multiplex | 190,000 tested, 0.19% active | GST-Rab2 wt beads, Bodipy-GTP binding | Ras-related protein Rab-2A (Canis lupus familiaris), P61105 | GTP binding activity, % at 10 µM | AID 760, 2007;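 active means GTP binding activity at least 20 points away from 100%, either lowered or raised; inconclusive means signal likely due to the compound's own green fluorescence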;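 further: 0% = beads with excess unlabeled GTP and 100% = no-compound control corrected for plate trend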
Pf gametocyte: late stage P. falciparum gametocyte viability inhibitors, primary screen, ATP luminescence, HTS. inhibition, % at 10.9 µM. 150,000 tested, 0.065% active. P. falciparum stage V gametocytes, 24 h;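 active means inhibition above the mean plus 3 SD of compounds within the control limits, set per campaign, cut at about 38% in these data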;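 further: 0% = DMSO wells and 100% = medium only without gametocytes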
Rac1 mut GTP: GTP binding modulators of activated mutant Rac1, primary screen, biochemical, bead-based flow cytometry, multiplex, fluorescent GTP | 190,000 tested, 0.11% active | GST-Rac1 activated beads; actives lie on both sides; 100% means binding = to untreated wells | AID 764, 2007 | percent activity (GTP binding), % at 10 µM;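 active means GTP binding at least 20 percentage points away from the 100% baseline, in either direction, so actives lie on both sides; inconclusive means Compound likely fluorescent itself, or too few beads counted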
HRas wt GTP: modulators of GTP binding to HRas wildtype, primary screen, biochemical, bead-based flow cytometry, multiplex; GTPase HRas (Homo sapiens), P01112; GST-Ras wt beads, Bodipy-FL-GTP binding; actives lie on both sides; GTP binding activity, % at 10 µM; 190,000 tested, 0.14% active; AID 759, 2007;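 active means GTP binding activity at least 20% away from the 100% baseline, either lowered as inhibitor or raised as activator; inconclusive means flagged as likely green fluorescent, judged across all proteins in the well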;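 further: 0% = unlabeled GTP competition control and 100% = no-compound control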
Target sequence (P01112 whole entry, looked up): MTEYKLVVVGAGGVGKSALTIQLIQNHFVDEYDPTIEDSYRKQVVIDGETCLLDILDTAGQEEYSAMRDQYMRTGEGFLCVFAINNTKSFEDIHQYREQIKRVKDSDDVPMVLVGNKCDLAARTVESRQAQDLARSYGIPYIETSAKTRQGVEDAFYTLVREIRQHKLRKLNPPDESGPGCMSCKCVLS
RGS8-Gao reg: RGS8-Galphao binding modulators, primary screen, biochemical, multiplexed bead flow cytometry; Guanine nucleotide-binding protein G(o) subunit alpha (Homo sapiens), P09471; actives lie on both sides; response (percent of control binding), % at 10 µM; 220,000 tested, 0.34% active; AID 1423, 2008; in the data active means response below about 60% or above about 140%; inactive means in between;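 further: Galphao activated as the GDP aluminium fluoride complex binding bead-coupled RGS8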
Target sequence (P09471 whole entry, looked up): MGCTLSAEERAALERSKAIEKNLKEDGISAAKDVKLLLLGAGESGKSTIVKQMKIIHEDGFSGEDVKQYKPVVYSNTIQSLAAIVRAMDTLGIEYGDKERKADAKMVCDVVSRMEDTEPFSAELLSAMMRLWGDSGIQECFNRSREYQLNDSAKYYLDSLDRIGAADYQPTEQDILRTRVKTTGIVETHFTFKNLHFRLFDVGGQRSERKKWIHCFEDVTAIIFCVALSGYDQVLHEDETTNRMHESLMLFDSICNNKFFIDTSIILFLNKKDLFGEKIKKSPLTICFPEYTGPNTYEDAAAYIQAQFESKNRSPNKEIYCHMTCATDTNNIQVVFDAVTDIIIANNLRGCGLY
Rac1 wt GTP bind: wildtype Rac1 GTP binding modulators, primary screen, biochemical, GST-Rac1 beads, flow cytometry, multiplex | fluorescent GTP binding; actives lie on both sides; 0 = cold GTP competed, 100 = untreated | 190,000 tested, 0.27% active | AID 757, 2007 | GTP binding activity (% of control), % at 10 µM;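 active means GTP binding activity at least 20 points away from the 100% control level, either lower or higher; inconclusive means compound flagged as likely green fluorescent, judged across all proteins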
Mcl-1 Bim block: inhibitors of Bim peptide binding to Mcl-1, primary screen, biochemical, bead-based flow cytometry, multiplex | Induced myeloid leukemia cell differentiation protein Mcl-1 (Homo sapiens), Q07820 | Bim peptide-Mcl-1 binding | inhibition, % at 10 µM | 190,000 tested, 0.1% active | AID 1009, 2008; in the data active means inhibition above about 40%;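 further: 0% = no compound tracer wells and 100% = peptide blocker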
Cdc42 wt GTP: modulators of GTP binding to wildtype Cdc42, primary screen, biochemical, multiplex bead flow cytometry, Bodipy-GTP; GST-Cdc42 beads; actives lie on both sides; percent activity (GTP binding), % at 10 µM; 190,000 tested, 0.2% active;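 active means percent activity GTP binding at least 20 points away from the 100% baseline, either down as inhibitor or up as activator; inconclusive means compound flagged as likely green fluorescent from well-wide comparison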;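 further: median bead fluorescence of bound Bodipy-FL-GTP at 100 nM; 0% = excess unlabeled GTP control and 100% = no compound control; below 100% means less GTP binding so inhibitor and above means activator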
Target sequence (P60953 whole entry, looked up): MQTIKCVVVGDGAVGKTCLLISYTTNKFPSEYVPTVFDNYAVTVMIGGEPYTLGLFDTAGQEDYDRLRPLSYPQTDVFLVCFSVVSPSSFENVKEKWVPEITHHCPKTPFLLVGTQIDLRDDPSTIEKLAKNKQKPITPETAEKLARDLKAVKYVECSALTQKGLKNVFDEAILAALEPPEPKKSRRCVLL
Mcl1 Bid PPI: Mcl-1/Bid binding inhibitors, primary screen, biochemical, TR-FRET, 1536-well; Induced myeloid leukemia cell differentiation protein Mcl-1 (Homo sapiens), Q07820; TR-FRET Mcl-1/Bid-Dy647 peptide binding; inhibition, % at 21.7 µM; 220,000 tested, 0.97% active; AID 1021, 2008;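 active means compounds that cut the binding signal by more than half at the single screening dose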;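 further: His-tagged Mcl-1 with europium anti-His antibody binding Bid BH3 peptide; 0% = Mcl-1 plus peptide wells and 100% = peptide-only wells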
An asterisk follows results filed as active; ? = inconclusive; . = no result given.

SMILES	Rab7 wt modul	Mcl1-Noxa inh	Rab2 wt GTP	Pf gametocyte	Rac1 mut GTP	HRas wt GTP	RGS8-Gao reg	Rac1 wt GTP bind	Mcl-1 Bim block	Cdc42 wt GTP	Mcl1 Bid PPI
Cc1ccc(-n2nnnc2-c2cccc(C)c2)cc1	104	-4	95	12	94	94	95	95	-2	94	-19
CC(=O)NC(=O)c1ccc(-c2ccc(Cl)cc2)o1	100	4	101	6	103	101	100	104	-1	100	0
CC(Sc1nc(-c2ccccc2)cc(C(F)(F)F)n1)C(=O)NCCN1CCOCC1 (stereo not given)	101	20	102	.	102	100	119	103	-11	104	-34
NC(=O)c1ccc2nc(NC(=O)c3ccc(N)cc3)sc2c1	?	18	?	7	?	?	97	?	1	?	-4
COc1cc(C2=NOC(C(=O)N3CCOCC3)C2)cc(OC)c1OC (stereo not given)	96	-2	96	.	94	97	97	97	2	97	-19
O=C(Nc1cccc2ncccc12)c1ccc(-c2ccc(Br)cc2)o1	99	5	100	.	99	102	98	103	-2	103	2
Cc1cccc(N2CCN(C(=O)c3cc4ccccc4oc3=O)CC2)c1C	98	-2	95	.	95	96	101	100	-3	97	-3
COc1ccc(CCNC(=O)Cn2c(-c3nonc3N)nc3ccccc32)cc1OC	103	7	99	-13	100	100	96	102	6	102	-1
CC(C(=O)O)N(C(=O)c1ccccc1)c1ccc(F)cc1 (stereo not given)	103	7	98	-7	95	96	101	97	2	98	-42
Cn1c2ccccc2c2c(C(=O)N3CCN(C(=O)c4ccco4)CC3)cn(C3CCCCC3)c(=O)c21	99	16	99	.	94	98	93	98	.	97	8
CCCCC1OC2(C)OC(=N)C1(C#N)C(C#N)(C#N)C2c1ccccc1 (stereo not given)	99	-7	101	7	100	101	97	100	-5	99	-45
Cc1cccc(-n2c(SCc3ccc(C#N)cc3)nnc2-c2c[nH]c3ccccc23)c1	?	8	?	-8	?	?	105	?	-1	?	-4
Nc1c(C(=O)NCc2ccccc2)nnn1Cc1ccc(F)cc1	102	-2	97	.	97	97	105	103	-7	101	-1
c1ccc(-c2nc(-c3ccccn3)no2)cc1	99	2	102	.	100	100	86	102	-2	102	-6
O=C(c1ccc(F)cc1)C1CCN(C(=O)c2ccncc2)CC1	93	10	93	.	94	94	95	93	0	94	1
Cc1cc(C)nc(NC2=NC3CCCCC3N2)n1 (stereo not given)	97	15	100	.	100	102	99	103	-1	101	-9
CCN(C1CCCCC1)S(=O)(=O)c1ccc(OC)c(C)c1	96	23	97	9	97	97	98	99	-2	97	-12
CC(OC(=O)c1ccccc1NCc1ccco1)C(=O)Nc1ncc(Cl)cc1Cl (stereo not given)	100	-10	103	8	101	103	110	104	-3	104	13
CS(=O)(=O)c1ccc(C(=O)Nc2ccc(N3CCCCC3)cc2)c(Cl)c1	102	47	102	7	105	105	104	108	-1	105	-28
Cc1cc(-c2ccc(NC(=O)[C@@H]3CCCC[C@@H]3C(=O)O)c(C)c2)ccc1NC(=O)[C@@H]1CCCC[C@@H]1C(=O)O	93	21	88	.	88	89	102	89	3	91	-28
O=C(Nc1ccccn1)C1CCN(S(=O)(=O)c2cccc3nonc23)CC1	98	-8	99	36	100	99	102	103	-1	104	-2
CC1CCN(CC(=O)NCCc2ccc(F)cc2)CC1	97	28	97	-12	98	95	100	102	0	96	21
Nc1nc(NCC2CCCO2)nc(Nc2ccc(F)cc2)c1[N+](=O)[O-] (stereo not given)	101	14	100	8	104	104	100	107	0	106	-15
COc1ccc(C)cc1NC(=S)NC(C)c1ccc(OC)c(OC)c1 (stereo not given)	95	0	98	-1	98	97	103	99	0	97	-17
C=C(C)COc1ccc(-c2[nH]ncc2-c2ccc(Br)cc2)c(O)c1	100	15	97	-3	98	98	95	104	-5	97	6
Cc1cccc(NC2=CC(=O)OC(C)C2)c1 (stereo not given)	98	0	101	.	97	97	100	102	1	99	-28
COC(=O)[C@@]1(Cc2ccc(F)cc2)[C@@H]2[C@@H](CC(=O)[C@H]2CC(=O)C(=O)N(C)C)CN1C(=O)c1ccccc1	99	5	103	.	100	101	103	106	-2	105	-9
Fc1ccccc1N1CCN(Cc2cnc(Cl)s2)CC1	97	-5	94	-17	93	95	102	101	1	94	-2
Cc1ccc(NC(=O)c2cccc(F)c2)cc1S(=O)(=O)N1CCCCCC1	104	0	98	.	98	100	100	100	0	96	0
Cc1cc(C(=O)OCC(=O)NCc2ccco2)c(C)n1-c1ccccc1	91	47	94	2	94	95	121	91	-2	94	-42
Cc1ccc2nc3c(cc(S(=O)(=O)c4ccccc4)c(=N)n3Cc3ccco3)c(=O)n2c1	91	14	95	-7	98	95	98	101	1	98	5
COc1ccc(OC)c(C(O)c2coc3ccc(O)c(CN4CCOCC4)c23)c1 (stereo not given)	99	11	100	.	98	99	103	101	1	99	-8
CCOc1ccc(S(=O)(=O)Nc2cccc(OC)c2)cc1	104	2	101	-10	97	101	99	102	-2	103	0
CCOC(=O)N1CCC(=NNC(=O)COc2ccc(C#N)cc2)CC1	98	-10	99	13	97	99	100	102	-2	101	-9
CCn1c(C(C)NC(=O)c2cccs2)n[nH]c1=S (stereo not given)	101	13	98	2	97	98	101	99	-8	100	-29
CN(C)S(=O)(=O)N1CCN(S(=O)(=O)N(C)C)CC1	99	19	98	-7	97	99	99	100	-1	100	-8
O=C(NCCN1C(=O)C2C3C=CC(C3)C2C1=O)N1CCCCC1 (stereo not given)	99	-12	99	.	99	100	99	103	0	97	-22
O=C(O)CC1S/C(=N/N=C/c2ccc(Br)cc2)N(c2ccccc2)C1=O (stereo not given)	96	47	94	-4	92	94	99	95	-4	90	-5
Cc1cccc(OCc2nc(-c3nonc3N)no2)c1C	97	13	99	13	101	101	100	105	-2	104	-22
O=C(OCn1nnc2ccccc2c1=O)c1ccc(N2CCOCC2)c([N+](=O)[O-])c1	103	12	100	.	100	104	100	103	-6	99	-33
CCOc1ccc(C(C)=O)cc1CSc1nc2nc(C)cc(C)n2n1	103	8	101	.	97	100	102	96	2	101	-19
Cc1sc2nc(CSc3cccc(C(F)(F)F)c3)[nH]c(=O)c2c1C	95	10	97	8	99	97	101	99	-1	99	-14
Cc1c(C#N)c(NC(=O)CCl)n(Cc2cccs2)c1C	95	16	95	13	94	96	99	98	-1	99	-16
COc1cc(NS(C)(=O)=O)c(OC)cc1NC(=O)c1cccc(F)c1	101	22	98	28	99	97	100	101	-4	97	-35
CCC(CC)C(=O)Nc1cc(OC)c(OC)cc1C(=O)O	102	15	98	.	97	100	103	100	0	96	26

Given with values under each structure: part of the list above
Results follow in this order: Rab7 wt modul, Mcl1-Noxa inh, Rab2 wt GTP, Pf gametocyte, Rac1 mut GTP, HRas wt GTP, RGS8-Gao reg, Rac1 wt GTP bind, Mcl-1 Bim block, Cdc42 wt GTP, Mcl1 Bid PPI
> CCOc1ccc(C(C)=O)cc1CSc1nc2nc(C)cc(C)n2n1
 : 103, 8, 101, ., 97, 100, 102, 96, 2, 101, -19
> Cc1sc2nc(CSc3cccc(C(F)(F)F)c3)[nH]c(=O)c2c1C
 : 95, 10, 97, 8, 99, 97, 101, 99, -1, 99, -14

More entries.
SMILES	Rab7 wt modul	Mcl1-Noxa inh	Rab2 wt GTP	Pf gametocyte	Rac1 mut GTP	HRas wt GTP	RGS8-Gao reg	Rac1 wt GTP bind	Mcl-1 Bim block	Cdc42 wt GTP	Mcl1 Bid PPI
Cc1nnc(NC(=O)CSc2nnc(CNC(=O)C34CC5CC(CC(C5)C3)C4)n2C2CCCCC2)s1	101	8	102	.	103	104	102	107	-1	106	-14
COc1ccc(NC(=O)Nc2ccccc2C(N)=O)cc1OC	103	-9	97	18	95	101	106	104	0	99	-46
O=C(Nc1ccc2snnc2c1)N1CCN(c2ccccc2)CC1	101	1	100	-1	99	101	111	103	-2	101	-28
O=C(Nc1ccccc1)/C(=C/c1cccnc1)NC(=O)c1ccco1	103	-8	100	5	100	103	99	103	-18	106	-14
COc1cccc(CNc2nc3ccccc3n2CCN2CCCCC2)c1OC	95	9	99	-9	98	100	98	103	-9	101	-14
CCc1ccc(CN(C)C(=O)CC2C(=O)NCCN2Cc2ccoc2)cc1 (stereo not given)	103	12	98	5	96	97	101	99	-1	97	-5
CN(C)c1ccc(C(=S)N2CCN(Cc3ccccc3)CC2)cc1	102	-14	96	14	97	96	90	99	-10	96	2
COc1ccc(NC(=O)CN2CCC(C)CC2)c([N+](=O)[O-])c1	98	25	98	-11	99	98	102	105	-8	98	-1
CC(OC(=O)C1=Cc2ccccc2OC1)C(=O)NC(C)(C)C (stereo not given)	102	0	98	-3	94	99	104	99	1	98	-9
O=C(CN1CCN(c2ccccc2)CC1)NC(=O)NCc1ccco1	99	16	95	-16	98	96	102	101	-1	97	-15
Cc1c(Br)c([N+](=O)[O-])nn1CC(=O)Nc1c(C)n(C)n(-c2ccccc2)c1=O	97	15	99	-9	98	98	113	99	2	100	-9
Cc1ccccc1Nc1nc2nonc2nc1N1CCOCC1	98	-5	100	-6	100	97	112	101	-4	100	-5
Cc1nc2ccccc2nc1N1CCOCC1	103	11	99	.	99	99	93	101	-4	97	13
NC(=O)C1CCN(c2cc(Cl)nc(N)n2)CC1	101	-13	101	3	99	101	98	103	0	101	-5
COc1ccc(-c2[nH]n(-c3ccc([N+](=O)[O-])cc3)c(=O)c2C=NCc2ccccc2)cc1	101	12	101	-1	99	102	108	107	-1	101	-2
O=C(NCc1cccnc1)c1nn2cccnc2c1Cl	103	9	97	9	95	96	103	96	0	95	-5
COc1ccc(-n2c(/C=C(\C)O)nc(=O)c3c(C)cc(C)nc32)cc1	104	-3	103	5	100	102	110	106	0	96	-18
O=C(NCCc1ccc2c(c1)OCCO2)c1cc2ccccc2o1	97	8	98	-9	93	95	99	94	-1	96	-31
CCNC(=S)NNC(=O)c1ccc2ncccc2c1	108	6	102	15	96	97	101	100	-1	100	-52
CC1=NN(C(=O)c2ccc(Cn3nc(C)c(Br)c3C)cc2)C(O)(C(F)(F)F)C1 (stereo not given)	101	9	101	-1	101	102	105	107	0	101	-27
